# High-throughput results (PubChem BioAssay)
# Integrin act MD = qHTS for Activators of Integrin-Mediated Alleviation for Muscular Dystrophy; alpha7betagal myoblasts, beta-gal FDG fluorescence, 48 h; Potency, µM (titrated, usually from 38.3 µM), for inactives: at the top dose activation, most hits filed as activators; 0.064% of 350,000 active;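 also: potency is read from the fitted curve at half-maximal effect; 100% = response of the positive control SU9516; nearly all actives have a fitted effect of over 60% in size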
#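 Alpha7betagal+/- myoblasts (passage 13) were plated 16-24 hr, then exposed to compounds (1:260 dilution of DMSO stock) for 48 hours at 37C. After MPER lysis, β-galactosidase reporter activity was read as FDG fluorescence (ex 480/em 540) after 30 minutes.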
# Menin-MLL TR inh = qHTS Assay for Inhibitors Targeting the Menin-MLL Interaction in MLL Related Leukemias: Competition With Texas Red Labeled MLL-derived Mutant Peptide; 0.23% of 270,000 active; AID 1768, 2009; Menin + Texas Red MLL mutant peptide, fluorescence polarization; O00255; Potency, µM (highest dose often 61.6 µM), for the others: top-dose FP activity change, negative = inhibition, actives largely listed as inhibitors; active = well fitted inhibition curve with a large enough effect in the polarisation, with a control signal flat, not every such curve was filed as active; inconclusive = small, poorly fitted or top-dose-only effect, or effect the other way, or a change in a side signal; inactive = no such curve, though single readings can be large or run the other way; the % refers to the polarisation; also: potency is read from the fitted curve at half-maximal effect; % of control where 0% means no effect; many of its hits are not listed in these tables
# GALK inh = qHTS Assay for Inhibitors of Human Galactokinase (GALK) | P51570 | Purified GALK, Kinase-Glo residual ATP luminescence | Potency, µM (titrated, usually from 57.5 µM), without a hit: top-dose activity change, negative = inhibition, actives largely listed as inhibitors | 0.007% of 270,000 active | AID 1868, 2009; also: potency is read from the fitted curve at half-maximal effect; % is scaled to controls: 0 for no effect and ±100 for the full control effect
# Target sequence (P51570 whole entry, looked up): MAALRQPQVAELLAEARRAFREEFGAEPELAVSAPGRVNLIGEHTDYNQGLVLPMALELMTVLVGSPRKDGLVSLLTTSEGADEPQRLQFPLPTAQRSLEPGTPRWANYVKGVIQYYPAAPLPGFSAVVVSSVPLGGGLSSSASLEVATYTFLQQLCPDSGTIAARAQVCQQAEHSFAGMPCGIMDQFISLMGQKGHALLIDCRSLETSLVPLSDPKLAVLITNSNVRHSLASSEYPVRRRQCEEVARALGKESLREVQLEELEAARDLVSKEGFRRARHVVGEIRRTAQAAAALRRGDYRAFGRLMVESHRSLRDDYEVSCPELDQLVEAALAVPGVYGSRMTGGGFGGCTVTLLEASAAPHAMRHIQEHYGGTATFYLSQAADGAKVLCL
#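 Kinase-Glo Plus luminescence measured ATP left after a 1 h room-temperature reaction. The reaction used 5 nM GALK, 100 uM galactose and 35 uM ATP at pH 8.0 (20 mM HEPES, 5 mM MgCl2, 60 mM NaCl, 1 mM DTT, 0.01% BSA).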
# FBPA coupling cs = qHTS Assay for Inhibitors of Fructose-1,6-bisphosphate Aldolase from Giardia Lamblia: Coupling assay counterscreen; coupling enzyme system counterscreen, AmpLite Red fluorescence; activity change, negative = inhibition, % at 58.2 µM, hits read low; 0.67% of 290,000 active; AID 2472, 2010; in the data active = activity change below about -30%; also: % is scaled to controls: 0 for no effect and ±100 for the full control effect
#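 Activity here indicates interference with the coupling reaction, not aldolase inhibition. Compounds at 57.5 uM final met coupling enzymes for 10 min at RT; substrate and AmpLite Red detection followed, with a 525/598 nm fluorescence read after 20 min.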
# S-ASM inh = Inhibitors of Secretory Acid Sphingomyelinase (S-ASM): qHTS; 0.006% of 340,000 active; Sphingomyelin phosphodiesterase (Homo sapiens), P17405; placental ASM, HMU-PC fluorogenic substrate, 60 min; Potency, µM (top dose mostly 57.5 µM), inactives show at the highest dose activity change, negative = inhibition, usual class: inhibitors; AID 504937, 2011; also: potency is read from the fitted curve at half-maximal effect
#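 Human placenta-derived ASM enzyme was preincubated with compound for 10 minutes at room temperature, then given fluorogenic substrate HMU-PC0 (9 uM final) for 60 minutes at 37 °C; a pH 10 stop preceded fluorescence reading at Ex 386/Em 447 nm.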
# Tb PFK block = qHTS Assay to Find Inhibitors of T. brucei phosphofructokinase | AID 485367, 2010 | Potency, µM (series often up to 57.5 µM), without a hit: top-dose activity, negative = inhibition, actives largely listed as inhibitors | 0.17% of 330,000 active | T. brucei PFK, ADP-Glo luminescence;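 also: potency is read from the fitted curve at half-maximal effect; 0% = uninhibited 1x PFK enzyme wells and -100% = no-enzyme wells; nearly all actives have a fitted effect of over 60% in size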
#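 1.25 nM PFK with 0.5 mM F6P and 0.1 mM ATP in 0.1 M TEA pH 8.0, 5 mM MgCl2, incubated 45 min at room temperature; ADP measured by ADP-Glo luminescence; compounds titrated up to 57 uM.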
# Giardia kill = Small Molecules that selectively kill Giardia lamblia: qHTS; Giardia lamblia trophozoite viability; activity change, % at 7.66 µM, hits read low; 0.15% of 340,000 active; in the data active = activity change below about -80%; inconclusive = between about -30% and that limit;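 also: parasites exposed to compound for two days anaerobically before the ATP read; % is scaled to controls: 0 for no effect and ±100 for the full control effect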
#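 Giardia lamblia trophozoites (100 cells/well) were incubated with compounds for 48 h at 37 deg C under anaerobic conditions. Viability was read as ATP content by one-step luminescence after 15-30 min at room temperature.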
# PTAP TSG101 blk = qHTS Assay for Iinhibitors of HIV-1 Budding by Blocking the Interaction of PTAP/TSG101; 340,000 tested, under 10 active; AID 493005, 2010; Fluorescence polarization, FITC-PTAP peptide / Tsg101 binding; Potency, µM (titrated, usually from 115 µM), inactives show top-dose activity change, negative = inhibition, hits mostly inhibitors; active = well fitted inhibition curve with a large enough effect in the main read-out, with a control signal flat, not every such curve was filed as active; inconclusive = small, poorly fitted or top-dose-only effect, or effect the other way, or a change in a side signal; inactive = no such curve, though single readings can be large or run the other way; also: potency is read from the fitted curve at half-maximal effect; % of control where 0% means no effect
#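 FP read-out: FITC-PTAP peptide, 50 nM final, binding Tsg101 binding domain, 10 uM final; 20 min, r.t.; 10 mM HEPES pH 7.5, 0.15 M NaCl, 0.01% Tween 20, 3 mM EDTA, 0.1 mM TCEP.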
# B2AR arrestin = qHTS assay of beta-arrestin-biased ligands of beta2-adrenergic receptor | Beta-2 adrenergic receptor (Homo sapiens), P07550 | beta-arrestin recruitment to beta2AR, cell-based reporter | Potency, µM (top dose mostly 46.1 µM), inactives show at the top dose activation, usual class: activators | 0.02% of 330,000 active | AID 492947, 2010;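 also: potency is read from the fitted curve at half-maximal effect; 0% = DMSO controls and full agonism = EC100 isoproterenol or metaproterenol; nearly all actives have a fitted effect of over 65% in size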
# Target sequence (P07550 whole entry, looked up): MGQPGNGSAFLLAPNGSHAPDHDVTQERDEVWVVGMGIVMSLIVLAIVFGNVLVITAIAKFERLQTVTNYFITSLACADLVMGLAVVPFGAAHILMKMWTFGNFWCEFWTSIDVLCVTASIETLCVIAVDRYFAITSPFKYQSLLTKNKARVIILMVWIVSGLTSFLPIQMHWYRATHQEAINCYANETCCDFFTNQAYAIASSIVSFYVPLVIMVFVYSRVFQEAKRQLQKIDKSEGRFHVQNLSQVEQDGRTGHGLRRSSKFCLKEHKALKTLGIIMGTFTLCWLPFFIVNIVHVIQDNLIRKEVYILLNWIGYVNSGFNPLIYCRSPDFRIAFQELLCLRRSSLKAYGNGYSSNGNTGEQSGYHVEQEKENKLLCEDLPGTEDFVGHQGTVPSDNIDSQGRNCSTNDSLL
# PKM2 act = qHTS Assay for Activators of Human Muscle isoform 2 Pyruvate Kinase; Potency, µM (series often up to 57.5 µM), without a hit: at the highest dose activation, most hits filed as activators; purified PKM2, Kinase-Glo ATP luminescence, activation; response scale: 0% is enzyme alone, no compound; Pyruvate kinase PKM (Homo sapiens), P14618; 0.34% of 260,000 active; AID 1631, 2009; also: potency is read from the fitted curve at half-maximal effect; % is scaled to controls: 0 for no effect and ±100 for the full control effect; nearly all actives have a fitted effect of over 55% in size
#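 hPK-M2, >95% pure; 0.1 mM ADP / 0.5 mM PEP final; imidazole pH7.2 buffer w/ 7 mM MgCl2, 50 mM KCl; 1 h RT; Kinase-Glo lum. Intermediate enzyme activity for dual inhibitor/activator qHTS.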
# BCR signal inh = qHTS Assay to Find Inhibitors of Chronic Active B-Cell Receptor Signaling; AID 493014, 2011; 0.05% of 340,000 active; Potency, µM (top dose mostly 46.1 µM), for inactives: at the top dose ratio change, negative = lower green/red ratio, actives largely listed as inhibitors; ABC-DLBCL IkBa-CBG/CBR reporter, luminescence ratio, 4 h; active = well fitted inhibition curve with a large enough effect in the signal ratio, with a control signal flat, not every such curve was filed as active; inconclusive = small, poorly fitted or top-dose-only effect, or effect the other way, or a change in a side signal; the % refers to the signal ratio;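 also: potency is read from the fitted curve at half-maximal effect; plate controls were basal doxycycline-induced cells for no effect and cells given 10 µM MG132 for full effect; MG132 reads +100%, hits lower the ratio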
#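 TMD8 ABC-DLBCL cells carrying doxycycline-inducible green luciferase fused to IkappaBalpha plus unfused red luciferase were exposed to compounds (up to 46 uM) for 4 hrs at 37C. Activity came from the overlap-corrected green/red luminescence ratio.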
# Starred values were filed as active, the others as inactive; ? = inconclusive; . = no result given; [ ] = dose if it differs, or a comment. Unless noted, calls follow the shape of the dose curve; as a rule, active = well fitted curve in the direction sought with a large enough effect; inconclusive = small, poorly fitted or top-dose-only effect, or another doubt; inactive = no such curve, though single readings can be large; an effect the other way counts as inactive or inconclusive. Only part of the results is shown; rates above refer to the full screens.
SMILES,Integrin act MD,Menin-MLL TR inh,GALK inh,FBPA coupling cs,S-ASM inh,Tb PFK block,Giardia kill,PTAP TSG101 blk,B2AR arrestin,PKM2 act,BCR signal inh
CC(C)CNC(=O)C1CC(=O)OC12CCCCC2 (stereo not given),11.8%,-1.8%,-0.5%,1.8,4.1%,0.5%,-10.2,-7.0%,-0.1%,0.4%,-1.2%
CCOC(=O)C1=C(C)N=C2SC(C(=O)OC)=CC(=O)N2C1c1cc(OC)c(OC)c(OC)c1 (stereo not given),11.7%,6.5%,0.0%,1.3,-2.4%,9.6%,4.5,-0.4%,-1.0%,-0.8%,-9.5%
COc1ccc(CCN2C(=O)CC(N3CCN(S(=O)(=O)c4ccccc4)CC3)C2=O)cc1 (stereo not given),1.9%,-15.0%,-0.3%,1.9,-0.1%,-1.1%,3.9,-4.7%,-0.4%,4.2%,3.0%
Cc1cc(/C=N/n2cnnc2)c(C)n1-c1ccc2c(c1)OCO2,0.0%,-8.8%,4.0%,-0.2,-1.6%,0.7%,-13.4,-1.3%,-0.4%,-4.1%,-4.1%
COc1ccccc1CNC(=O)C1CC2Cn3c(nc4cc5ccccc5cc43)C2N1C (stereo not given),-4.7%,.,.,.,2.7%,0.0%,-0.5,-4.2%,0.1%,.,-0.1%
Cc1ccc(-c2cc(C(F)F)n3ncc(C(=O)NCc4ccco4)c3n2)cc1,-7.4%,1.2%,1.6%,3.9,49.8%[activator],-7.6%,-3.7,-3.8%,-0.1%,1.1%,0.3%
O=C1N=C(N2CCOCC2)S/C1=C/c1ccc(-c2ccc(F)cc2)o1,-24.0%,14.8%,5.0%,-0.6,32.4%,-2.4%,4.0,-4.1%,0.1%,2.2%,?
CCOc1ccc(C(c2c(C)[nH][nH]c2=O)c2c(C)[nH][nH]c2=O)cc1OCC,-14.8%,12.2%,0.2%,-13.2,-1.0%,-5.8%,-14.6,-1.7%,0.4%,10.2%,?
Cc1cccc(NC(=O)c2ccc(N3CCOCC3)c([N+](=O)[O-])c2)n1,12.7%,4.0%,1.2%,-17.9,-0.1%,-2.9%,6.4,1.1%,0.1%,2.0%,12.8%
CCCCOP(=O)(OCCCC)C(O)c1ccc(F)cc1 (stereo not given),12.1%,.,2.9%,2.0,2.8%,1.1%,-11.5,4.7%,-0.3%,-1.6%,11.9%
Cc1ccc(NC(/C=C/N(C)C)=C/C(=O)C(F)(F)F)c(C)c1,-47.0%[inhibitor],-19.6%,0.7%,-1.0,-2.4%,3.5%,-8.6,-1.4%,0.3%,-3.6%,-1.4%
COc1ccc(C(CNC(=O)c2oc3cc(C)c(Cl)cc3c2C)N2CCCCC2)cc1 (stereo not given),16.0%,.,-2.8%,.,-0.7%,11.3%,4.0,-9.0%,0.2%,.,3.4%
Cc1noc(NC(=O)c2ccccc2C(F)(F)F)c1C#N,0.0%,4.5%,-0.3%,4.9,4.8%,-0.4%,12.1,2.9%,-0.1%,-5.0%,1.3%
CCCNC(=O)C(Cc1ccc(F)cc1)NC(=O)c1ccc(C#N)cc1 (stereo not given),-3.5%,.,.,.,-0.7%,-4.2%,8.5,2.2%,0.0%,.,1.7%
COCC1CCN(C(=O)C2CCC(=O)N(C3CCCC3)C2)CC1 (stereo not given),16.9%,10.3%,8.1%,2.7,1.1%,5.1%,-1.3,-8.0%,0.5%,7.1%,-2.8%
Cc1cc(C)c2nc(-c3ccco3)cc(C(=O)O)c2c1,-29.7%,51.6%[activator],11.3%,0.3,316.7%[activator],-1.0%,12.6,-3.5%,-0.6%,?,-13.1%
CC1CCN(C(=O)CSc2nnc3c(n2)[nH]c2ccccc23)CC1,0.0%,.,-1.9%,3.8,-1.9%,5.3%,-7.3,-3.0%,-0.1%,.,0.8%
COc1cccc(NC(=O)c2cc3ccccc3cc2OC)c1,14.4%,26.2%,5.8%,-2.1,1.6%,-0.3%,-25.7,-6.0%,-0.4%,-0.5%[11.5 µM],?
O=S1(=O)CCN2C=C(Br)C=C(Br)C2=N1,5.2%[7.66 µM],7.6%,6.6%,3.6,58.9%[activator],0.0%,-4.9,-6.1%,0.2%,2.6%,4.3%
CCCc1cc(=O)[nH]c(SCC(=O)Nc2ccc(Cl)c(S(=O)(=O)N3CCOCC3)c2)n1,-0.5%,.,.,.,1.3%,-3.6%,-13.9,-2.5%,-2.5%,.,-0.3%
COc1ccc(NC(=O)c2cc3c(COC(C)=O)cnc(C)c3oc2=Nc2cccc(C(=O)O)c2)c(OC)c1,-15.3%,?,.,-4.8,-20.3%,-4.0%,9.4,-6.1%,-0.3%,.,?
O=C1C2ON(c3ccccc3)C(c3ccncc3)C2C(=O)N1c1ccc(Br)cc1 (stereo not given),-14.6%,0.5%,-0.9%,0.2,-6.6%,-4.2%,-9.7,-5.2%,-0.2%,-2.4%,9.1%
COc1ccccc1N1CCN(c2ccc([N+](=O)[O-])cn2)CC1,14.4%,19.8%,1.1%,-0.6,-7.2%,0.9%,-3.8,1.3%,-0.4%,-0.4%[11.5 µM],-2.7%
FC(F)(F)c1nc2cc3nc4ccccc4[nH]c3cc2n1,-14.0%,.,14.0%,-18.9,-3.4%,-9.7%,-4.7,1.2%,-0.6%,-41.2%,?
COc1ccc(C2=CC(=O)C[C@H](c3ccc(Cl)cc3)C2)cc1,8.1%,.,.,.,-16.2%,3.1%,4.8,-0.3%,5.6%,.,2.1%
O=S(=O)(/C=C/c1ccccc1)N1CCN(c2ccc(F)cc2)CC1,-17.2%,?,-1.1%,1.5,-3.6%,1.6%,6.5,-0.5%,-0.2%,-1.9%,0.3%
O=C(CN1CCCCCC1)N1c2ccccc2Sc2ccccc21,-7.1%,-15.5%,-0.8%,-2.1,-0.7%,10.6%,28.7,-0.3%,-0.8%,6.1%,0.2%
CC(C)CC(COCc1cccc(Cl)c1)N1CCN(C(=O)c2cccc(C(F)(F)F)c2)CCC1=O (stereo not given),-1.3%,-8.2%,.,-9.3,-2.8%,-3.7%,8.7,-2.0%,-1.6%,3.4%,-5.2%
O=S(=O)(NC1CCCCC1N1CCN(c2cccc(Cl)c2)CC1)c1ccccc1 (stereo not given),5.9%,21.7%,10.0%,-0.9,-4.2%,-2.1%,25.7,-4.8%,-1.3%,1.3%,?
COc1cc2c(cc1OC)C(c1ccncc1)CC(=O)N2 (stereo not given),24.8%,-3.5%,-1.2%,-7.5,6.2%,-7.1%,20.2,-1.2%,-0.5%,-17.0%,-12.1%
O=C(Nc1cccc(NC(=O)c2ccccc2[N+](=O)[O-])n1)c1ccccc1[N+](=O)[O-],0.0%,.,-1.6%,-7.5,-2.2%,0.2%,-4.0,-6.4%,-0.3%,-0.6%,?
O=C1C(C=NCc2ccco2)=C(O)c2ccccc21,-29.4%,0.6%,8.1%,0.0,-3.9%,-4.0%,-14.6,-7.1%,0.2%,-8.6%,?
CCn1c(SCC(=O)Nc2ccccc2)nnc1C1CCCCC1,0.8%,-15.7%,0.1%,-8.5,2.0%,-0.8%,-14.4,-3.2%,-0.5%,-19.4%,2.7%
Cc1nnc(SC(C)C(=O)NCC2CCCO2)s1 (stereo not given),10.4%,.,.,.,3.4%,-1.3%,-10.2,-0.8%,0.0%,.,?
COc1cccc(CNc2ncn[nH]2)c1OCc1ccc(F)cc1,8.2%,14.0%,-1.9%,-3.7,1.6%,1.6%,-6.6,-1.3%,-1.5%,0.2%,-9.0%
